Bioassay records deposited in PubChem BioAssay by several laboratories.
FLuc stim CS – FLuc activators, initial screening, artefact control for FLuc-dependent activation tests, biochemical, ATPlite luminescence; ATPlite luciferase biochemical, 10 min; 0 = ATP-free wells, 1 = DMSO control; Luciferin 4-monooxygenase (Photinus pyralis), P08659; activation factor at 10 µM; 200,000 tested, under 10 active; AID 1027, 2008;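 active means luciferase activation factor, scaled between plate controls, of at least 2 with compound at 10 µM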
Target sequence (P08659 whole entry, looked up): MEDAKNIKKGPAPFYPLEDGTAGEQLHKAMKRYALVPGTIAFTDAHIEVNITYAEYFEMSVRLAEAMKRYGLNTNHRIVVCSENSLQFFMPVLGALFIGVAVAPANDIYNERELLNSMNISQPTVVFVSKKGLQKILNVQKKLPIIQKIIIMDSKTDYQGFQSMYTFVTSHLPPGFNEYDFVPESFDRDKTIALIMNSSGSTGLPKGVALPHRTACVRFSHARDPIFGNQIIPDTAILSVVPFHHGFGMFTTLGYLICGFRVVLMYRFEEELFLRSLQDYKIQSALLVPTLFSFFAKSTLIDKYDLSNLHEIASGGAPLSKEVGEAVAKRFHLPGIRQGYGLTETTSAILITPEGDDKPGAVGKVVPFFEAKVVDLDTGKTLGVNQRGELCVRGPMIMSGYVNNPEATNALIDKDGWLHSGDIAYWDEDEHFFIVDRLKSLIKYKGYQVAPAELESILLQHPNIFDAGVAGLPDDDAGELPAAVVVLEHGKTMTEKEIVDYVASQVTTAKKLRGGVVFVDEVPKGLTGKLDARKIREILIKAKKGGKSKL
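assay system = Luciferase/luciferin detection reagent, cell-free biochemical luciferase assay | also added = ATP substrate | times = 10 min post-reagent at room temperature | measured by = luminescence from luciferase reaction | measure = luciferase activation, seen as luminescence increase over controls | benchmarks = low control with PBS replacing ATP, high control enzyme plus ATP without compound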
STAT1 activator – STAT1 signaling activators, primary screen, cell-based, HTS, luciferase reporter. hit rate 2.6% among 200,000. NIH 3T3 STAT1-luciferase reporter, IFN-gamma, luminescence; 100% = IFN-gamma alone, no compound. activation (% of control), % at 5.5 µM;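 active means activation above the screen-wide mean activation plus 3 SD, cut at about 130% in these data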;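 further: raw ratio to IFN-gamma control signal so 100% means no change and 0% no light; values of inactives mirror those of a sister screen read the other way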
STAT3 activator – IL-6 driven STAT3 reporter potentiators, primary screen, U3A cells, luciferase, luminescence, MLSCN library; IL-6 STAT3-luciferase reporter; 100% = signal with IL-6 EC80 alone; activation (% of control), % at 5.6 µM; hit rate 0.91% among 190,000;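 active means activation above the screen-wide mean of compound activation plus 3 SD, cut at about 130% in these data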;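 further: 0% = background luminescence of wells with medium and substrate only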
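Test system: human U3A cells carrying STAT3-luciferase construct; control set: IL-6-only wells as 100% reference; timing: compound pre-incubation 1 h before IL-6, then 6 h stimulation at 37 °C; also added: IL-6 stimulus at 33 ng/mL final; evaluation: % activation versus median of IL-6-stimulated wells; detection: reporter luminescence signal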
STAT1 blocker – STAT1 signaling inhibitors, primary screen, cell-based, HTS, luciferase reporter; NIH 3T3 STAT1-luciferase reporter, IFN-gamma, luminescence; inhibition, % at 5.5 µM; hit rate 0.35% among 200,000; AID 920, 2007;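 active means inhibition above a set limit, the mean inhibition across all tested compounds plus 3 SD, cut at about 34% in these data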;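 further: 0% = IFN-gamma with DMSO and 100% = IFN-gamma with 300 µM nifuroxazide; values of inactives mirror those of a sister screen read the other way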
APP 5'UTR act – activators of APP 5'UTR luciferase reporter, primary screen, SH-SY5Y cells. SH-SY5Y APP 5'UTR luciferase reporter, luminescence; zero percent = DMSO vehicle wells. activation, % at 2 µM. hit rate 1% among 190,000;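 active means activation above a set limit, based on mean plus 3 SD of controls, cut at about 140% in these data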; further: values of inactives mirror those of a sister screen read the other way
STAT3 blocker – IL-6 driven STAT3 reporter inhibitors, primary screen, U3A cells, luciferase, luminescence, MLSCN library | IL-6 STAT3-luciferase reporter; host cell line lacks STAT1 | inhibition, % at 5.5 µM | AID 862, 2007 | hit rate 0.89% among 190,000;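 active means inhibition above the mean inhibition across all screened compounds plus 3 SD, cut at about 44% in these data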;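 further: 0% = DMSO only wells and 100% = 100 µM nifuroxazide control wells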
FLuc inh counter – firefly luciferase enzyme inhibitors, primary screen, artefact control for luciferase-based inhibitor screens, biochemical, luminescence, ATPLite. Luciferin 4-monooxygenase (Photinus pyralis), P08659. 10 min. inhibition, % at 10 µM. hit rate 1.5% among 200,000;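 active means inhibition above about 50% when tested at 10 µM, limit read from the data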
NF-kB neuron act – activators of NF-kB expression in neurons, primary screen, cell-based, HTS | human neuronal cells, NF-kB reporter expression; stronger effect = higher value | fold change at 12.5 µM | hit rate 1.6% among 190,000 | AID 1239, 2008; in the data active means fold change above about 3.3
ROMK primary – ROMK potassium channel modulators, primary screen, cell-based, thallium flux, MLSMR library; Tet-inducible ROMK, thallium flux fluorescence; actives lie on both sides; B-score at 10 µM; ATP-sensitive inward rectifier potassium channel 1 (Homo sapiens), P48048; hit rate 2% among 130,000;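 active means signal ratio slope over the read window, or its plate-corrected B-score, at least 3 SD from the plate mean, either direction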;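 further: B-score of the F/F0 ratio slope over 7 to 12 s after thallium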
Target sequence (P48048 whole entry, looked up): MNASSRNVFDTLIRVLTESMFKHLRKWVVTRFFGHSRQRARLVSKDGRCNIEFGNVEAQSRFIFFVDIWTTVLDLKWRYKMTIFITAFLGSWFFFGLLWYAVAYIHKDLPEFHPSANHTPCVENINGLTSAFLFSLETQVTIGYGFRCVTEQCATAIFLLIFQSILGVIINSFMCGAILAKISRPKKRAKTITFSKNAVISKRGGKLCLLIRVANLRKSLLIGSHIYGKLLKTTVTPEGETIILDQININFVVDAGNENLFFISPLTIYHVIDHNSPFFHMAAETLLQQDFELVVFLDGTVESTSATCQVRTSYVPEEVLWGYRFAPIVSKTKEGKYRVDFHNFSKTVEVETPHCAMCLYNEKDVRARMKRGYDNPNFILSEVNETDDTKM
APP 5UTR inh – inhibitors of APP translation via 5'UTR reporter, primary screen, APP 5'UTR luciferase, SH-SY5Y cells; inhibition, % at 2 µM; hit rate 0.82% among 190,000; AID 1285, 2008; SH-SY5Y APP 5'UTR-luciferase reporter, luminescence;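 active means inhibition above a set limit, derived from the sample mean plus 3 SD, cut at about 45% in these data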; further: values of inactives mirror those of a sister screen read the other way
An asterisk follows results filed as active; nt = not tested or not shown.

no.	mol	FLuc stim CS	STAT1 activator	STAT3 activator	STAT1 blocker	APP 5'UTR act	STAT3 blocker	FLuc inh counter	NF-kB neuron act	ROMK primary	APP 5UTR inh
1	CN1c2ccccc2N(C)C1(C)c1cccc2ccccc12	1.1	97	96	3	-7	4	-15	0.58	nt	7
2	CC1(C(=O)NC2CCCCCCC2)CCC(=O)N1Cc1cccnc1 (configuration not stated)	1.1	92	104	9	17	0	-6	1	2	-17
3	Cc1cc(Br)cc(Cl)c1OCC(=O)NC(=O)NCc1ccccc1	1.1	99	99	1	1	-3	-6	1.2	nt	-1
4	O=C(Cc1ccc2c(c1)OCCO2)N1CCN(S(=O)(=O)c2ccccc2C(F)(F)F)CC1	1	102	97	-3	-4	2	-1	1.1	-2.7	4
5	Cc1cc(N(CC(=O)O)S(C)(=O)=O)ccc1Br	1	103	95	-3	5	8	0	1.1	nt	-5
6	COc1cc(/C=C/C(=O)NCCn2c(C)cc3ccccc32)cc(OC)c1OC	1.1	113	98	-15	16	2	-13	0.7	-1.1	-16
7	O=C1NC(c2ccccc2)Nc2c1sc(=S)n2-c1ccccc1 (configuration not stated)	1.1	82	100	20	-18	1	-8	1	0.87	18
8	O=C(Nc1cccc(S(=O)(=O)NCc2ccco2)c1)c1cc(-c2ccc(F)cc2)nc2ccccc12	1	99	82	2	8	23	-2	0.48	nt	-8
9	Cc1ccc(C)n1-c1ccccc1N1CCCCC1	1.1	95	109	5	12	-2	-8	0.95	0.27	-12
10	Cc1ccc(-c2nc3ccsc3c(=O)[nH]2)cc1	0.3	127	115	-30	198*	-15	75*	2.4	-0.71	-198
11	Fc1ccc(C(CCCn2nnc(-c3cccnc3)n2)c2ccc(F)cc2)cc1	1.1	88	100	13	-19	4	-7	0.32	nt	19
12	Cc1c(C#N)c(SCC(N)=O)nc2c1CCCC2	1.1	106	100	-7	18	6	-8	1.1	-0.39	-18
13	CCN(CC)c1ccc(/C=N/N(c2ccccc2)c2ccccc2)c(O)c1	1	95	116	5	4	-19	-2	1.6	nt	-4
14	CC1=C(C(=O)OCc2ccccc2)C(c2ccc(C(C)(C)C)cc2)NC(=O)N1CCCCCC(=O)O (configuration not stated)	1	106	104	-7	5	-8	0	0.89	0.005	-5
15	Cc1cccc(Cc2cnc(N3C(=N)SC(C)C3=O)s2)c1 (configuration not stated)	1	100	107	-3	11	-2	3	1.3	2.4	-11
16	Cc1cccc(OCC(=O)Nc2cc(C)on2)c1	1	104	85	-4	4	20	-4	1.3	nt	-4
17	Cc1cccc(NC(=O)CCNS(=O)(=O)c2cccc3nonc23)c1C	1	97	97	2	-7	5	-4	1.2	-0.39	7
18	Cc1sc(NC(=O)CSc2nnc(-c3ccccc3)o2)c(C#N)c1C	1.1	106	98	-6	-3	9	-9	1.4	-0.89	3
19	COc1cccc(N(C(=O)c2ccco2)C(C(=O)NC2CCCC2)c2cccnc2)c1 (configuration not stated)	1	96	93	4	-10	14	3	0.69	nt	10
20	O=c1/c(=C\c2ccc(O)cc2)sc2n1C(c1ccccc1)C(c1ccccc1)=NN=2 (configuration not stated)	1	103	109	-3	-3	-1	-2	0.5	nt	3
21	O=C(NN=C1CCCC1)C(=O)Nc1cccc(C(F)(F)F)c1	1	98	102	2	-5	5	-2	1.1	-0.54	5
22	CSc1ccc(C(=O)C2CCCN(C(=O)c3ccsc3)C2)cc1 (configuration not stated)	1	96	89	4	-12	19	3	1.1	-0.87	12
23	Cc1ccc(C)c(N(C(=O)CCC(=O)Nc2cc(C)on2)C(C(=O)NC2CCCC2)c2ccco2)c1 (configuration not stated)	1.1	105	102	-6	14	5	-9	1.1	nt	-14
24	Nc1cc(-c2ccc(Cl)cc2)nn1S(=O)(=O)c1cccc2nsnc12	1.1	112	101	-13	-15	8	-8	1.3	nt	15
25	CC1Cc2ccccc2N1C(=O)CSc1nnc(-c2ccc(S(=O)(=O)N3CCCC3)cc2)o1 (configuration not stated)	1.1	93	98	7	21	7	-8	0.98	0.42	-22
26	CCOc1cccc(NC(=O)C2CC(=O)N(C)C(=Nc3cccc(F)c3)S2)c1 (configuration not stated)	1	103	109	-4	4	-5	0	0.75	nt	-4
27	COc1ccc([N+](=O)[O-])cc1N(CC(=O)NCCSc1ccccc1)S(C)(=O)=O	1.1	92	106	8	3	-1	-8	1	-0.18	-3
28	CCc1ccc(/C=C2/C(=O)N(CC)C(=S)N2C)s1	1	99	102	1	-12	-1	-2	1.2	0.39	12
29	CCN(CC)C(=O)Cn1cc(C(=O)C(=O)NCc2cccs2)c2ccccc21	1	105	100	-7	6	4	2	1	nt	-6
30	Cc1cccc(C)c1NC(=O)C(c1ccc([N+](=O)[O-])cc1)N(C)C(=O)c1ccccn1 (configuration not stated)	0.9	99	97	1	8	7	5	1.2	0.034	-8
31	Cc1ccc(F)c(NC(=O)C2CCCCC2C(=O)O)c1 (configuration not stated)	1	101	92	-1	17	14	-3	1.6	-0.14	-17
32	CCOC(=O)C(C)Oc1nc(Oc2ccccc2)nc(N(C)C)n1 (configuration not stated)	1.1	88	98	13	14	6	-6	1.1	-0.042	-14
33	CN(C)CC(C)(C)CNS(=O)(=O)c1ccc(Cl)cc1	1	100	106	-2	-4	2	2	1.3	-0.32	4
34	CCNS(=O)(=O)c1ccc2c3c(cccc13)C(=O)N2	1	96	101	5	0	6	-5	0.98	0.086	0
35	CC(C)c1nc2sc3c(=O)[nH]c(=S)[nH]c3c2c2c1CCC2	1.1	97	92	4	-9	12	-6	1.2	nt	9
36	Cc1cc(Cl)c(OCCCCNC(C)(C)C)c(Br)c1	1.1	101	98	-1	-1	5	-7	0.88	-2.4	1
37	COc1cccc(-n2nnnc2SCC(=O)c2ccc(NC(C)=O)cc2)c1	1.1	108	102	-9	1	0	-8	1.1	0.12	-1
38	Cc1cc(NC(=O)c2cc([N+](=O)[O-])cc([N+](=O)[O-])c2)n(-c2ccccc2)n1	1	98	92	3	29	14	-2	1	nt	-29
39	CCCCn1c(SCC(=O)Nc2ccccc2C(F)(F)F)nc2ccsc2c1=O	1	110	103	-11	-7	1	-2	1	nt	7
40	CCOC(=O)Cn1c(C)c(C#N)c2ccccc21	1.1	95	105	5	-11	0	-8	1.5	nt	11
41	O=c1c(Cc2ccc(F)cc2)c(O)ccn1CCc1ccccn1	1.1	100	104	-2	10	7	-8	1.1	-0.29	-10
42	N#C/C(=C(/O)COC(=O)CCc1ccc(S(=O)(=O)N2CCOCC2)cc1)c1nc2ccccc2[nH]1	1	86	149*	16	8	-55	1	2.6	0.21	-8
43	O=C(O)c1ccccc1OCCOc1ccccc1C(=O)O	1.1	97	95	3	5	10	-9	1.1	0.68	-5
44	Cc1ccc(Cc2nnc3n(-c4cccc(C)c4)nc(C(=O)c4ccccc4)n3c2=O)cc1	1.1	97	96	3	-15	8	-8	0.79	-0.65	15
45	CC1CCN(Cc2ccc(-c3nnn(CC(=O)NC4CCCCC4)n3)cc2)CC1	1	102	106	-3	6	-2	-1	0.86	-0.32	-6
46	COc1nccc(Nc2ccccc2)c1C#N	1.1	97	102	3	-2	4	-9	1	-0.25	2
47	CCCCOCCCNC(=O)c1ccc(OCC)cc1	1	105	99	-6	19	7	-2	1.4	-0.79	-19
48	CCCCNC(=O)CS(=O)Cc1nc(-c2ccc(C)cc2)oc1C (configuration not stated)	1	96	96	5	10	14	-4	1	nt	-10
49	O=C1CSc2ccc(C(=O)NCC(c3ccco3)N3CCCCC3)cc2N1 (configuration not stated)	1	98	100	3	-6	0	-5	0.95	0.038	6
50	O=C(Cn1cncn1)NCc1ccccc1Br	0.9	102	108	-2	-3	-9	5	1.1	nt	3
51	Cc1ccccc1C(=O)OC(C)CN1CCN(C)CC1 (configuration not stated)	1	103	99	-4	-7	13	1	0.93	0.083	7
52	N#Cc1nc(-c2cccs2)oc1NCCN1CCOCC1	1	106	105	-7	4	-3	-4	1.1	1	-4
53	CC(C)C(c1nnnn1C1CCCC1)N1CCCCC1 (configuration not stated)	1	98	103	3	-4	1	-4	1.2	-0.41	4
54	COC(=O)c1cc(NC(=O)Cn2c(=O)cnc3ccccc32)cc(C(=O)OC)c1	1	95	96	6	4	8	-3	1.3	-0.83	-4
55	Cc1ccc2cc(CCNC(=O)C(C)C)c(=O)[nH]c2c1	1.1	98	97	3	8	4	-6	1.3	nt	-8
56	COc1cc(/C=C/c2noc(-c3ccccc3O)n2)cc(OC)c1OC	1	102	105	-2	52	-7	-5	1.3	0.19	-52
